PP5 primary: PP5 phosphatase inhibitors, primary screen, biochemical, fluorescence | purified PP5c, OMFP substrate fluorescence | 320,000 compounds, 0.18% hits | Serine/threonine-protein phosphatase 5 (Homo sapiens), P53041 | inhibition, % at 6.7 µM | AID 1987, 2009;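 active means inhibition above the campaign's mean inhibition across all tested compounds plus 3 SD, cut at about 9.5% in these data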;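 further: 0% = DMSO only and 100% = 100 µM cantharidin control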
TPT1 inh: Candida albicans TPT1 enzyme inhibitors, primary screen, biochemical, fluorescence polarization | 300,000 compounds, 0.81% hits | tRNA 2'-phosphotransferase TPT1 (Candida albicans SC5314) | inhibition, % at 5 µM | AID 1962, 2009 | recombinant caTPT1, FP RNA substrate dephosphorylation;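 active means inhibition above the mean of all tested compounds plus 3 SD, set per screening campaign, cut at about 24% in these data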;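 further: plate controls were DMSO alone for no effect and ferristatin control at 100 nM for full effect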
Efflux pump mplx: inhibitors of Candida efflux pumps in yeast, primary screen, S. cerevisiae, Nile Red, multiplex. S. cerevisiae Candida pump triplex. inhibition, % at 10 µM. 330,000 compounds, 0.44% hits. AID 485275, 2010;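 active means plate passing quality check with inhibition over a set limit, or well fluorescence over plate mean plus 4 SD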;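 further: Nile Red retained in pooled yeast measured as flow cytometry median fluorescence; 0% = buffer negative control and 100% = Enniatin B positive control; higher means more Nile Red kept so more efflux inhibition; some compounds called inactive have numbers as strong as hits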
Fh CTSL1 inh: Fasciola hepatica cathepsin L1 inhibitors, primary screen, counter-screen for PFM18AAP inhibitor project, biochemical, QFRET, fluorogenic peptide substrate. recombinant F. hepatica cathepsin L1, Z-Leu-Arg-MCA fluorescence. inhibition, % at 5.96 µM. 300,000 compounds, 0.49% hits;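 active means inhibition above the mean of all tested compounds plus 3 SD, set per screening campaign, cut at about 17% in these data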;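 further: 0% = plate median of test compound wells and 100% = 1 µM Z-Phe-Ala-diazomethylketone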
core dimer inh: inhibitors of HCV core protein dimerization, primary screen, biochemical, TR-FRET, high-throughput; TR-FRET GST/Flag-core106 dimerization, 1536-well; inhibition, % at 5 µM; 300,000 compounds, 0.33% hits; AID 1899, 2009;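 active means inhibition above the mean of all tested compounds plus 3 SD, set per screening campaign, cut at about 45% in these data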
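Test system: GST/Flag-tagged HCV core106 proteins; Medium: KF-containing HEPES buffer, pH 7.45, DTT, CHAPS, BSA; Times: compound-protein-antibody incubation 4 h at 22.5 °C; Detection: TR-FRET 671 and 617 nm emission; Benchmarks: wells lacking GST-core106 and wells with excess unlabelled core106.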
PREPL inhibitor: PREPL enzyme inhibitors, primary screen, biochemical, fluorescence polarization | Prolyl endopeptidase-like (Homo sapiens), Q4J6C6 | recombinant PREPL, fluorescence polarization activity-based probe | inhibition, % at 5.96 µM | 320,000 compounds, 0.68% hits | AID 2751, 2010; in the data active means inhibition above about 43%;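 further: 0% = enzyme with DMSO and 100% = wells lacking enzyme; many of its hits are not listed in these tables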
Target sequence (Q4J6C6 whole entry, looked up): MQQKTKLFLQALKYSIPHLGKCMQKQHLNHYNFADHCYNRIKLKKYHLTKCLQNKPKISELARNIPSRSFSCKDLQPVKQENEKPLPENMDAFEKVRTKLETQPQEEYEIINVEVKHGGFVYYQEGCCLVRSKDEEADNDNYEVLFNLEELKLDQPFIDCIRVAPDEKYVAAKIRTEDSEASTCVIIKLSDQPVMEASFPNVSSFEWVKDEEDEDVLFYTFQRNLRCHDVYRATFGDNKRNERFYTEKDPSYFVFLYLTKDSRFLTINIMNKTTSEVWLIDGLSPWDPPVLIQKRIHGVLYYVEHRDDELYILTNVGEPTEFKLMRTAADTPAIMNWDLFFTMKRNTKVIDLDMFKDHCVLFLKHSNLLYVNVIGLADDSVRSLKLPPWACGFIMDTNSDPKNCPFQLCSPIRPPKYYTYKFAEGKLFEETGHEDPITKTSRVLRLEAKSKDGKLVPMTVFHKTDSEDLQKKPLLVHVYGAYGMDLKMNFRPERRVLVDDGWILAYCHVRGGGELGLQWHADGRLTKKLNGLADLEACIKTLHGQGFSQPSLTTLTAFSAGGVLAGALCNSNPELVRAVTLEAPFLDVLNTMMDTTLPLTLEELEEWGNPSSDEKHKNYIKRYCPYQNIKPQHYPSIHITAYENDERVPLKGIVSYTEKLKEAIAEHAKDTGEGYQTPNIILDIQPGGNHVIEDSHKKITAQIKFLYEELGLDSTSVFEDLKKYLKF
ZTA DNA inh: ZTA (EBV) inhibition in EBNA-1 counter-screen; P03206; ZTA-DNA binding, fluorescence polarization; inhibition, % at 11 µM; 320,000 compounds, 0.15% hits; AID 2234; in the data active means inhibition above about 33%
EBNA-1 inh: EBNA-1 DNA-binding inhibitors, primary screen, biochemical, fluorescence polarization; inhibition, % at 14.8 µM; 300,000 compounds, 0.34% hits; in the data active means inhibition above about 28%
PP1 inh: PP1-alpha phosphatase inhibitors, primary screen, counter-screen for PP5 inhibitor project, biochemical, fluorescence, OMFP substrate, single point. purified PP1alpha. 320,000 compounds, 0.9% hits. Serine/threonine-protein phosphatase PP1-alpha catalytic subunit (Homo sapiens), P62136. inhibition, % at 6.7 µM;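 active means inhibition above the mean inhibition of all tested compounds plus 3 SD, computed separately for each screening campaign, cut at about 15% in these data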
Target sequence (P62136 whole entry, looked up): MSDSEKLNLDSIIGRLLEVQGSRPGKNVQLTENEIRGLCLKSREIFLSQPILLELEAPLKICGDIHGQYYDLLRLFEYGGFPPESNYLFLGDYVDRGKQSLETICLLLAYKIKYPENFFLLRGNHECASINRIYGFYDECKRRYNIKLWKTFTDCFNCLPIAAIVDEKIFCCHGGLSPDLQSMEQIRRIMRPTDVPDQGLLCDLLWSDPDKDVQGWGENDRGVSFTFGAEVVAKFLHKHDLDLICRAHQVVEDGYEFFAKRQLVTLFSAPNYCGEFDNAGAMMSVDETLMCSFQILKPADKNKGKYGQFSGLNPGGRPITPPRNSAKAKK
* hit, by the source's call; x = no result given. This is a subset; rates above refer to the full screens.

SMILES	PP5 primary	TPT1 inh	Efflux pump mplx	Fh CTSL1 inh	core dimer inh	PREPL inhibitor	ZTA DNA inh	EBNA-1 inh	PP1 inh
CCCCc1c(C)c(C#N)c2nc3ccccc3n2c1Nc1c(C)n(C)n(-c2ccccc2)c1=O	-0.4	0	0.0	0	6	17	-13	-6	6
CCOCCCNC(=S)NCCCNc1nc2cc3c(cc2cc1C#N)OCO3	-1.8	-1	0.0	0	-5	3	19	14	-4
COC(=O)c1ccc(C23CC4(C2)[C@H](CN(C)[C@@H]4c2ccccc2)C3c2ccc(C(F)(F)F)cc2)cc1 (some centres undefined)	5.6	-1	0.1	0	-3	-11	-22	3	1
O=C(NNC(=O)c1sccc1-n1cccc1)Nc1ccc(F)cc1	-1.2	4	-0.1	3	-3	5	-14	-3	-1
O=C(C1CCCCC1)N1CCC(O)(c2ccc(Cl)cc2)CC1	-1.8	-1	-0.1	-3	-1	-5	1	4	-2
NS(=O)(=O)c1cc2c(cc1Cl)NC(C1CC3C=CC1C3)NS2(=O)=O (centres undefined)	2.2	-1	-0.1	0	-3	2	-2	1	2
Cn1c(=O)oc2cc(S(=O)(=O)NCCC(=O)NCc3ccc(F)cc3)ccc21	0.5	-2	-0.2	4	-10	1	0	2	1
Cc1ccc(CN2CCN(Cc3cnn(-c4ccc(F)cc4)c3)CC2CCO)o1 (centres undefined)	0.1	-2	0.0	-1	-6	-3	-8	3	-6
COc1ccc(S(=O)(=O)N2CCOCC2)cc1NC(=O)C1CCCN1C(=O)c1cccs1 (centres undefined)	3.1	x	-0.1	x	x	0	-9	x	1
O=C(Cc1ccccc1)NCCc1c[nH]c2ccccc12	5.8	-3	0.0	-5	11	1	5	5	1
C#C[C@]1(O)CC[C@H]2[C@@H]3CCc4cc(O)ccc4[C@H]3CC[C@@]21C	1.6	-3	0.0	-3	-1	1	6	-6	0
CC1CCCCN1CC(=O)c1c(N)n(Cc2ccccc2)c(=O)n(C)c1=O (centres undefined)	-0.3	8	0.0	4	1	3	10	-9	0
O=C(c1ccc(Cl)c([N+](=O)[O-])c1)N(Cc1ccc(F)cc1)C1CCS(=O)(=O)C1 (centres undefined)	0.6	0	-0.1	-2	-2	-2	0	-13	0
CCN(CC)CCCNC(=O)c1cc(Cl)c(NC(=O)C2=C(C)OCCS2)cc1OC	-1.2	3	0.0	-6	2	-4	0	4	-3
Cc1ccc(CNC(=O)Cc2cccs2)cc1	-0.6	2	0.2	7	9	20	5	-9	2
CCN(CC)C(=O)n1nc(C)c(CN2C(=O)c3ccccc3C2=O)c1C	-0.1	-1	0.0	-4	4	-6	2	-3	-3
CC(=O)Nc1ccc(NC(=O)C(=O)N/N=C/c2cccnc2)cc1	0.6	-1	0.0	6	-3	4	5	1	-3
Cn1c(C(=O)Nc2ccc3c(c2)OCCO3)cc2c(=O)n(C)c3ccccc3c21	3.6	2	0.2	5	7	26	12	6	4
Cc1cc(C)n(C(=O)CNC(=O)c2cccc(Br)c2)n1	-0.5	-5	0.0	-1	3	-2	7	3	-3
CC(=O)c1cc(-c2ccccc2)[nH]c1N1CCOCC1	-0.2	-5	-0.1	1	-11	16	-5	-1	-3
COCc1cccc(N2C(=O)CC(C3C=C(C)C4C(=O)N(c5cccc(COC)c5)C(=O)C4C3)C2=O)c1 (centres undefined)	0.3	3	0.1	2	2	-2	4	-1	5
COC(=O)Cc1[nH]n(-c2ccccc2)c(=O)c1C=Nc1ccc(C)cc1	0.8	-1	-0.1	-1	-4	9	2	-7	-2
COc1ccccc1N/N=C(\C#N)C(=N)N1CCOCC1	-2.4	-3	0.0	4	-9	11	-10	-6	1
Cc1cc(=O)[nH]c(SCC(=O)Nc2ccc(F)c([N+](=O)[O-])c2)n1	0.9	-1	0.1	-1	0	-3	3	-11	3
CCC(C)C(NC(=O)c1ccc(Cl)cc1Cl)C(=O)O (centres undefined)	3.4	-1	0.0	-1	-2	-2	1	7	1

Additional structures follow:
SMILES	PP5 primary	TPT1 inh	Efflux pump mplx	Fh CTSL1 inh	core dimer inh	PREPL inhibitor	ZTA DNA inh	EBNA-1 inh	PP1 inh
COc1ccc(S(=O)(=O)Nc2ccc(-n3cccc3)cc2)cc1	4.4	-1	-0.1	2	7	-58	15	10	0
COc1ccc(CCNC(=O)Cc2ccc(Cl)cc2)cc1OC	3.5	3	-0.1	-1	-8	5	-1	-2	2
Cc1ccc(NC(=O)Nc2cccs2)c(Cl)c1	2.1	-2	0.1	4	0	21	2	-1	0
CCOC(=O)N1CCN(S(=O)(=O)c2ccc(C(=O)N(CCCN(C)C)c3nc4cc(OC)ccc4s3)cc2)CC1	2.7	2	0.4	-1	-1	9	9	-25	0
Cc1ccc(OCCC(=O)OCC(=O)NC2CCCC2)cc1	0.5	-1	0.0	-27	3	-1	-11	3	-8
O=C(/C=C/c1ccccc1)OCCN1C(=O)c2ccccc2C1=O	-1.6	-1	0.1	0	3	-17	4	1	3
CSc1ccc(-c2nnn(Cc3ccc(C)cc3)n2)cc1	0.7	-3	0.1	2	5	-2	-2	4	-4
COc1ccccc1CNC(=O)COC(=O)c1ccc([N+](=O)[O-])o1	1.8	x	0.2	x	x	4	6	x	-3
O=C(c1c[nH]c2ccccc12)N1CCOCC1	-0.1	5	0.1	-1	-14	14	-3	-6	1
COCc1cc(C)nc(SCC(=O)Nc2ccc(C)c(C)c2)c1C#N	4.8	1	-0.2	2	-10	13	-22	5	3
O=C(Nc1ccccc1Cl)N1CCSc2ccccc21	1.9	0	0.0	-4	18	12	-8	0	0
COC(=O)C1C(=O)C=C(Nc2ccc(F)cc2)CC1c1ccc(OC)cc1 (centres undefined)	1.9	-4	0.1	-4	-9	3	-6	-1	-11
COc1cc(/C=C(\C#N)C(=O)NCCc2ccccc2)cc(OC)c1O	-1.4	76*	0.0	0	-18	4	5	-3	-1
O=C(CSc1nnc(-c2cccs2)n1Cc1ccccc1)NCc1ccc2c(c1)OCO2	2.1	-6	-0.1	3	-2	7	-11	10	0
CC(C)[C@H](NC(=O)c1cccc(S(=O)(=O)N2CCOCC2)c1)C(=O)Nc1nccs1	-0.5	-2	-0.1	1	5	0	26	4	-3
CC(=O)NCC(=O)OCC(=O)c1ccc2ccccc2c1	-0.5	-2	0.0	-20	-5	-4	2	-4	-1
Cc1ccc(C(=O)Nc2ccccc2[N+](=O)[O-])cc1S(=O)(=O)N1CCOCC1	3.3	-2	-0.1	-2	-12	17	0	-2	2
CCc1noc(C)c1C(=O)Nc1cc(S(=O)(=O)N2CCOCC2)ccc1OCC(F)(F)F	1.2	2	-0.1	0	-6	20	4	79*	-2
CN(C)CC(=O)Nc1ccc(S(N)(=O)=O)cc1	2.7	1	0.1	4	-3	-4	7	-6	0
CS(=O)(=O)N(CC(=O)Nc1ccc(S(=O)(=O)N2CCCC2)cc1)c1ccccc1F	1.8	-3	-0.1	-8	2	-3	0	-2	2
O=C(O)CN1C(=O)CSc2ccccc21	1.3	-1	0.0	1	-4	3	5	-8	0
CC1=CC(C)(C)N(C(=O)CN2C(=O)CCC2=O)c2ccc(C)cc21	0.9	0	-0.3	0	-2	9	-10	0	-1
COCCCNC(=O)CN1C(=O)/C(=C/c2ccccc2)Sc2ccccc21	2.6	1	0.0	-1	0	-6	-13	-1	1
CC(C)Cn1c(SCC(=O)NCc2ccco2)nnc1-c1ccncc1	0.0	-2	-0.1	0	-2	1	12	4	-1
O=C(NCc1ccncc1)c1cc(F)c(F)cc1Cl	1.2	0	0.0	7	-2	14	14	0	-2

Next section (two carried over from the part before).
SMILES	PP5 primary	TPT1 inh	Efflux pump mplx	Fh CTSL1 inh	core dimer inh	PREPL inhibitor	ZTA DNA inh	EBNA-1 inh	PP1 inh
CC(C)Cn1c(SCC(=O)NCc2ccco2)nnc1-c1ccncc1	0.0	-2	-0.1	0	-2	1	12	4	-1
O=C(NCc1ccncc1)c1cc(F)c(F)cc1Cl	1.2	0	0.0	7	-2	14	14	0	-2
N#Cc1ccc(NC(=O)CSc2cn[nH]n2)cc1	0.0	-2	-0.5	2	0	-2	-2	-6	0
Cc1ccc(N(Cc2cc(=O)[nH]c3ccccc23)C(=O)C(C)C)c(C)c1	-9.2	2	-0.2	15	-11	-29	9	-11	-8
CCN(CC)S(=O)(=O)c1cc(NS(=O)(=O)c2cc(Cl)ccc2Cl)ccc1C	0.8	-2	-0.1	-1	14	0	9	1	1
CC1(C)CC2=C(CO1)C(=S)NC(c1ccccc1)N2CC1CCCO1 (centres undefined)	-0.9	4	0.4	10	-1	21	3	2	-1
COc1ccc2c(c1)-c1nc(/N=C/c3ccc(O)cc3)sc1CC2	-0.9	-4	-0.2	2	-10	2	14	5	-2
O=C(O)C1CCN(c2ncccn2)CC1	4.0	-2	-0.1	6	-6	16	-7	5	-4
CCCCN(C(=O)NC(=O)Nc1c(C)cc(C)cc1C)S(C)(=O)=O	-1.5	2	0.0	-1	8	3	7	5	-3
O=C(c1ccc(Cl)cc1)c1c[nH]c(C(=O)NNc2ccccc2)c1	0.6	0	0.0	-3	-1	-4	6	0	4
Cc1ccc(CNC(=O)CCc2nc(-c3cccs3)no2)cc1	-1.4	-2	-0.1	0	-1	-5	-1	8	2
CCOC(=O)c1oc2ccccc2c1NC(=O)c1ccccc1OC	1.4	-1	0.1	0	3	2	7	-4	-3
Cc1ccc(NC(=O)CSc2n[nH]c(-c3ccco3)n2)cc1	-1.2	0	-0.2	3	-1	15	2	6	-3
Cc1ccc(NC(=O)COC(=O)C2CCN(c3ccc(C(F)(F)F)cn3)CC2)cc1C	3.9	-1	0.0	-6	3	-6	-8	0	-4
C/C(=N\NC(=O)c1ccccc1O)c1cccs1	2.2	-1	-0.1	11	0	6	-4	10	-5
CCCOc1ccc2c(c1)C(=NN=C(N)N)c1cc(OCCC)ccc1-2	2.9	-1	-0.1	1	-15	12	19	2	10
Cc1ccc(S(=O)(=O)N2CCOCC2)cc1NC(=O)COc1cccc(-n2cnnn2)c1	-1.4	x	-0.3	x	x	4	-2	x	-2
CCC(=O)N(Cc1cc2cc(C)c(C)cc2[nH]c1=O)C1CCCCC1	-2.1	-3	-0.1	1	-2	4	-28	0	-1
COC(=O)c1ccc2nc(NC(=O)C(C)(C)C)sc2c1	0.5	-1	-0.1	5	2	3	-1	4	-5
CCOC(=O)N1CCC(N2Cc3cccc(C(=O)NCc4ccc(C)cc4)c3C2=O)CC1	3.6	1	0.0	-2	21	-6	1	-6	1
COc1ccc(C2C(C(=O)O)CC(=O)N2C2CCCCC2)cc1 (centres undefined)	3.8	3	0.2	-4	-1	6	13	9	-1
CCCCc1cc(C(=O)Cc2ccccn2)c(O)cc1O	-0.9	0	-0.4	0	0	3	4	5	-3
CCn1cc(CN(C)C(=O)/C=C/c2ccc([N+](=O)[O-])cc2)c(C)n1	4.8	3	1.6	-6	-9	16	1	-8	12
COCC(=O)NC1CCN(CC(=O)Nc2ccccc2[N+](=O)[O-])CC1	1.8	5	0.2	2	-4	7	-1	8	-2
O=C(CCN1C(=O)c2ccccc2C1=O)NCCN1CCOCC1	2.1	-1	0.1	2	1	-3	0	0	-18
O=C(NCCn1cc(SCc2ccccc2F)c2ccccc21)c1c(F)cccc1F	0.7	-2	-0.2	3	-3	1	2	4	-3

High-throughput results (PubChem BioAssay)
